ZTA counter = blocks Epstein-Barr virus ZTA, an EBNA-1 counter-screen | inhibition, % at 11 µM | P03206 | actives 0.15% (n = 320,000) | ZTA-DNA binding, fluorescence polarization; in the data active = inhibition above about 33%
PP1 counter = counter-screen for PP5 inhibitors: inhibitors of human PP1-alpha. inhibition, % at 6.7 µM. AID 2235. P62136. actives 0.9% (n = 320,000). purified PP1alpha, OMFP fluorescence;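 active = inhibition above the mean inhibition of all tested compounds plus 3 SD, computed separately for each screening campaign, cut at about 15% in these data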
Yeast superoxide = yeast age-related superoxide inhibition as caloric restriction mimetic; S. cerevisiae aged cells, superoxide DHE fluorescence; hits give low values; superoxide response (% of plate mean), % at 10 µM; actives 0.18% (n = 330,000); AID 2690;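 active = superoxide response under a set limit, about three screen SD below normal, cut at about 65% in these data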;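 note: yeast aged for seven days with compound at 30 °C before DHE staining; 100% = average MFI of all compound-treated wells on the plate with controls excluded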
TPT1 inh = inhibitors of Candida albicans tRNA 2'-phosphotransferase TPT1. inhibition, % at 5 µM. recombinant caTPT1, FP RNA substrate dephosphorylation. AID 1962. actives 0.81% (n = 300,000);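 active = inhibition above the mean of all tested compounds plus 3 SD, set per screening campaign, cut at about 24% in these data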;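 note: plate controls were DMSO alone for no effect and ferristatin control at 100 nM for full effect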
EBNA-1 inh = blocks EBNA-1 binding to DNA; EBNA-1 DNA binding, fluorescence polarization; inhibition, % at 14.8 µM; AID 1950; actives 0.34% (n = 300,000); in the data active = inhibition above about 28%
Fh CTSL1 inh = cathepsin L1 inhibition, PFM18AAP counter-screen; inhibition, % at 5.96 µM; actives 0.49% (n = 300,000); AID 1906; recombinant F. hepatica cathepsin L1, Z-Leu-Arg-MCA fluorescence;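 active = inhibition above the mean of all tested compounds plus 3 SD, set per screening campaign, cut at about 17% in these data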;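 note: 0% = plate median of test compound wells and 100% = 1 µM Z-Phe-Ala-diazomethylketone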
core dimer inh = blocks dimerization of HCV core protein | TR-FRET GST/Flag-core106 dimerization, 1536-well | inhibition, % at 5 µM | actives 0.33% (n = 300,000);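 active = inhibition above the mean of all tested compounds plus 3 SD, set per screening campaign, cut at about 45% in these data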
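System – GST-tagged and Flag-tagged HCV core protein residues 1-106 · Repeats – one well for each compound · Technique – TR-FRET 671 and 617 nm emission · Doses – one concentration, 5 µM, in 0.5% DMSO · Times – 4 h, 22.5 °C incubation · Also added – Eu donor and XL665 acceptor anti-tag antibodies · Measure – percent inhibition of core106 dimerization signal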
GASC-1 inh = blocks human GASC-1 demethylase activity; inhibition, % at 2.35 µM; Q9H3R0; GST-JMJD2C(1-420) H3K9me3 demethylation, DELFIA europium; actives 0.069% (n = 330,000);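 active = more than half of a compound's replicate wells show inhibition beyond 50%, single wells judged on their own value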;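 note: signal counts dimethyl H3K9 product captured on neutravidin plate; 0% = median of DMSO wells and 100% = 0.3 times that DMSO median; strong numbers were not always called active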
Target sequence (Q9H3R0 1-420 limits assumed): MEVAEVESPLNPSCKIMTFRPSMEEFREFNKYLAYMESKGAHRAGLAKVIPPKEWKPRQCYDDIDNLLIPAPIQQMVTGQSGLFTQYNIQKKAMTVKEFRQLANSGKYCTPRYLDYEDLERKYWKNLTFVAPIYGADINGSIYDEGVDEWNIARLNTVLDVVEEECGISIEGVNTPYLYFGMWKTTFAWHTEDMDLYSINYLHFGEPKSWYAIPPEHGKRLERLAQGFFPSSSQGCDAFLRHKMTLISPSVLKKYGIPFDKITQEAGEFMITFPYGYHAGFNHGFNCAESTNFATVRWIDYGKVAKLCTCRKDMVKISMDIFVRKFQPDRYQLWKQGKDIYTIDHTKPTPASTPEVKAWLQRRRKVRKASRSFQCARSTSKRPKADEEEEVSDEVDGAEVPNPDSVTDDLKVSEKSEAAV
PP5 inh = PP5 (human) phosphatase inhibition; P53041; actives 0.18% (n = 320,000); inhibition, % at 6.7 µM; purified PP5c, OMFP substrate fluorescence; AID 1987;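 active = inhibition above the campaign's mean inhibition across all tested compounds plus 3 SD, cut at about 9.5% in these data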;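 note: 0% = DMSO only and 100% = 100 µM cantharidin control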
Target sequence (P53041 whole entry, looked up): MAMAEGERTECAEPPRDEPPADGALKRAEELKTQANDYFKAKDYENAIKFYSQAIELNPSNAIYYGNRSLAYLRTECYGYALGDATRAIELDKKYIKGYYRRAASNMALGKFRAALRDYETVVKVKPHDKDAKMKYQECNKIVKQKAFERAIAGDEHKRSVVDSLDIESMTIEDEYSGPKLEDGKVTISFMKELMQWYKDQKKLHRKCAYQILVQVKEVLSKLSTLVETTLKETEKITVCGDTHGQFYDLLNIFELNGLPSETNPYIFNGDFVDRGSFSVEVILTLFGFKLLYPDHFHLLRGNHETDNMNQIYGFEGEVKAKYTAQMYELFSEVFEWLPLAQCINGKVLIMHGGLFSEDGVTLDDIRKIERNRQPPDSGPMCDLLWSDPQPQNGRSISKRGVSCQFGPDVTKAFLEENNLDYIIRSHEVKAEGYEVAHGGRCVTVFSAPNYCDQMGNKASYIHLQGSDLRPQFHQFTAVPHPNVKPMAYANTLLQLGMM
The depositor's hits bear a star; nt = not tested or not shown; & = joins results of further samples.

No.	compound	ZTA counter	PP1 counter	Yeast superoxide	TPT1 inh	EBNA-1 inh	Fh CTSL1 inh	core dimer inh	GASC-1 inh	PP5 inh
1	COc1ccc(C)cc1N(CC(=O)NCCN1CCOCC1)S(=O)(=O)c1ccccc1	15	-5	99	0	2	4	0	8	-0.8
2	CC(=O)Nc1ccc(S(=O)(=O)NC2(C(F)(F)F)C(=O)NC(C)=C2C#N)cc1 (configuration not stated)	5	-4	99	-3	-6	3	-7	9	-0.4
3	COc1ccccc1CC(=O)Nc1ccc(S(=O)(=O)N(C)C2CCN(C)CC2)cc1	-5	-1	89	nt	nt	nt	nt	-7	1.2
4	O=C(/C=C/c1ccc(Cl)cc1Cl)N(Cc1ccccc1)C1CCS(=O)(=O)C1 (configuration not stated)	-16	-3	86	-3	-7	0	8	2	2.3
5	CCOC(=O)N1CCC(NC(=O)c2cc(C(=O)Nc3cccc(C(F)(F)F)c3)ccc2CO)CC1	-15	-3	120	3	-7	-5	-12	-8	2.5
6	N#CC(C#N)=NNc1ccc(S(=O)(=O)N2CCCC2)cc1	-8	0	111	-3	-14	3	-5	5	3.9
7	O=C(O)c1ccc(NC(=O)c2ccc3c(c2)C(=O)N(CC2CCCO2)C3=O)cc1 (configuration not stated)	-1	0	83	-4	3	2	-2	0	1.3
8	COc1ccc([C@H]2CC(=O)C=C(c3ccc4ccccc4c3)C2)cc1OC	5	1	88	nt	nt	nt	nt	-2	0.4
9	C=C(C)C(=O)N1CC2(CC(c3cccc(NC(=O)c4ccccc4)c3)=NO2)C[C@@H]1C(N)=O (some centres not stated)	-7	1	97	-3	-5	1	-9	2	-0.4
10	Cc1nc2ccccn2c1C(=O)NNC(=O)Nc1ccccc1	10	0	97	1	4	-1	5	1	4.1
11	COc1ccc(N2C(=O)CC(Sc3nc4ccccc4s3)C2=O)cc1 (configuration not stated)	-12	0	103	3	-9	-1	33	-8	4.5
12	COc1ccc(NS(=O)(=O)c2ccc(SC)cc2)c(OC)c1	-14	-4	109	-4	2	-4	-2	-5	2.1
13	CCOC(=O)Nc1sc2c(c1C(=O)OCC)CCC2	9	-9	112	2	-1	1	-3	0	3.7
14	Cc1ccc(-n2nnc3c(=O)n(CC(N)=O)cnc32)cc1	6	-6	101	-1	11	-2	-1	-3	0.2
15	C=CCn1c(SCC(=O)NCc2ccc3c(c2)OCO3)nc2scc(-c3ccccc3)c2c1=O	3	5	108	-1	9	3	14	0	3.5

Going on with the list:
No.	compound	ZTA counter	PP1 counter	Yeast superoxide	TPT1 inh	EBNA-1 inh	Fh CTSL1 inh	core dimer inh	GASC-1 inh	PP5 inh
16	CCCCn1c(-c2csc3c2CCCC3)n[nH]c1=S	14	-4	92	1	0	-2	7	-1	2.7
17	Cc1cccc(NC(=O)Nc2cc(C)on2)c1	-6	-8	198	-1	-2	0	-5	11	2.7
18	Cc1nn(Cc2cccc(Oc3ccccc3)c2)c(C)c1NC(=O)NC12CC3CC(CC(C3)C1)C2	1	1	101	0	0	-3	27	1	3.6
19	N#Cc1cc2cc3c(cc2nc1SCC(=O)N1CCOCC1)OCO3	3	1	86	-2	-1	6	6	4	0.3
20	COc1ccccc1NC(=O)Nc1ccc2c(c1)OCCO2	4	2	109	3	-5	1	-1	6	0.7
21	CCC(C)(C(=O)NC1CCCCC1)N(Cc1ccco1)C(=O)c1ccc2c(c1)OCO2 (configuration not stated)	14	-3	100	-1	9	6	2	-14&-7	-2.2
22	Cc1ccc(CS(=O)(=O)c2cn(CC(=O)Nc3ccon3)c3ccccc23)cc1	7	2	106	5	-12	-2	15	-11	0.8
23	CC(C)(O)C#Cc1ccc(CN2CCN(Cc3ccccc3)C(CCO)C2)s1 (configuration not stated)	-10	-6	95	-2	-5	-1	-3	0	1.6
24	O=C(CCC(=O)c1cccs1)NCc1ccncc1	-1	3	83	1	-2	8	-1	3	-2.5
25	NC(=O)c1ccc(NC(=O)CCc2nc3ccccc3s2)cc1	6	-1	102	6	1	-8	35	-8	-1.8
26	CCn1cc(CN2CCC(n3nccc3NC(=O)c3cccc(F)c3)CC2)cn1	14	-1	96	-2	8	-2	10	-27	0.1
27	CCn1c(SCC(=O)c2ccc3c(c2)OCCO3)nnc1-c1ccco1	-13	4	102	4	4	17*	-7	28	2.2
28	CC1CCCCN1S(=O)(=O)c1ccc(S(=O)(=O)N2CCCC2)cc1 (configuration not stated)	-4	-1	113	0	3	-1	1	-9	-2.2
29	CC12CN(C(=O)c3ccccc3Br)CC(C)(CN(C(=O)c3ccccc3Br)C1)C2=O	0	2	92	1	8	-2	2	0	0.3
30	CCOC(=O)N1CCC(NC(=O)c2cc3c(-c4ccccc4F)nn(C)c3s2)CC1	2	4	97	-2	6	-2	-1	-1	3.2

(continued)
No.	compound	ZTA counter	PP1 counter	Yeast superoxide	TPT1 inh	EBNA-1 inh	Fh CTSL1 inh	core dimer inh	GASC-1 inh	PP5 inh
31	O=C(NCC1CCCO1)c1cccc2ccccc12 (configuration not stated)	0	-2	102	0	-9	2	2	-5	2.5
32	Cc1cc(OCC(=O)Nc2nnc(C3CC3)s2)ccc1C(C)C	7	-1	96	nt	nt	nt	nt	nt	1.0
33	COC(=O)c1cc(S(=O)(=O)n2nc(C)c(Br)c2C)c(Cl)cc1Cl	2	1	95	4	12	0	7	4	-1.3
34	Cc1nc(N2CCCCC2)sc1C(=O)c1ccc(Cl)c([N+](=O)[O-])c1	11	1	94	5	0	2	6	4	-1.4
35	O=C(O)[C@H](Cc1ccccc1)NC(=O)N1CCN(c2ccc(F)cc2)CC1	-11	1	96	-4	0	7	2	-6	-1.2
36	CN(C)CCCN(C(=O)c1ccc(S(=O)(=O)N2CCc3ccccc3C2)cc1)c1nc2c(F)cc(F)cc2s1	1	0	109	3	-8	2	-8	18	-0.5
37	O=C(NCc1cccs1)Nc1ccc2c(c1)OCO2	-13	-12	112	-2	-14	8	-19	-3	-6.5
38	COc1ccccc1N1CCN(/N=C/c2ccc(O)c(O)c2)CC1	8	0	94	0	-11	-1	-4	-16	-3.3
39	O=C(Nc1ccc2c(c1)oc1ccccc12)N1CCOCC1	-7	-7	87	-2	-13	-1	2	-9	2.6
40	CCOC(=O)c1c(NC(C)=O)no[n+]1[O-]	-1	-3	98	0	-6	0	-2	3	-0.1
41	COC(=O)c1ccccc1NC(=O)c1cccnc1	7	-2	98	14	-4	2	0	-2	3.2
42	CCCOc1ccccc1C1NC(=O)NC(C)=C1C(=O)OCCOC (configuration not stated)	-18	-2	103	0	-4	3	-3	-2	0.3
43	Clc1ccc(CON/C=N/c2ncnc3sccc23)cc1	4	2	98	0	6	-2	3	3	2.8
44	O=C(N/N=C/c1ccc2c(c1)OCO2)c1ccc(Cn2cc([N+](=O)[O-])cn2)o1	1	0	98	5	12	3	3	1	2.8
45	N#Cc1ccc(-c2nc3cc(Cl)ccc3c(=O)n2O)cc1	11	7	91	4	-9	-2	-5	24	2.1

Look-ups from the list:
Value of no. 23 under ZTA counter: -10
Value of no. 26 under PP5 inh: 0.1
Value of no. 29 under core dimer inh: 2
Value of no. 21 under Yeast superoxide: 100
Value of no. 11 under PP5 inh: 4.5
Value of no. 14 under Yeast superoxide: 101

Gathered by group: the entries above containing a COOH group.
No.	compound	ZTA counter	PP1 counter	Yeast superoxide	TPT1 inh	EBNA-1 inh	Fh CTSL1 inh	core dimer inh	GASC-1 inh	PP5 inh
7	O=C(O)c1ccc(NC(=O)c2ccc3c(c2)C(=O)N(CC2CCCO2)C3=O)cc1 (configuration not stated)	-1	0	83	-4	3	2	-2	0	1.3
35	O=C(O)[C@H](Cc1ccccc1)NC(=O)N1CCN(c2ccc(F)cc2)CC1	-11	1	96	-4	0	7	2	-6	-1.2

A draw from above in order of SMILES length, highest first:
No.	compound	ZTA counter	PP1 counter	Yeast superoxide	TPT1 inh	EBNA-1 inh	Fh CTSL1 inh	core dimer inh	GASC-1 inh	PP5 inh
1	COc1ccc(C)cc1N(CC(=O)NCCN1CCOCC1)S(=O)(=O)c1ccccc1	15	-5	99	0	2	4	0	8	-0.8
26	CCn1cc(CN2CCC(n3nccc3NC(=O)c3cccc(F)c3)CC2)cn1	14	-1	96	-2	8	-2	10	-27	0.1
28	CC1CCCCN1S(=O)(=O)c1ccc(S(=O)(=O)N2CCCC2)cc1 (configuration not stated)	-4	-1	113	0	3	-1	1	-9	-2.2
40	CCOC(=O)c1c(NC(C)=O)no[n+]1[O-]	-1	-3	98	0	-6	0	-2	3	-0.1

Other entries follow:
No.	compound	ZTA counter	PP1 counter	Yeast superoxide	TPT1 inh	EBNA-1 inh	Fh CTSL1 inh	core dimer inh	GASC-1 inh	PP5 inh
46	NC1=NC(=O)C2(COC(c3cccc([N+](=O)[O-])c3)OC2)S1 (configuration not stated)	-7	-3	73	-3	2	3	-9	6	0.7
47	Cc1cc(C(=O)NNC(=O)c2cccc(Cl)c2)no1	2	-3	104	-6	2	0	-7	2	-1.3
48	COc1ccc(C(=O)NCC(=O)OCc2ccc(Cl)cc2Cl)cc1OC	15	-1	97	nt	nt	nt	nt	nt	3.6
49	N/C(=N\OC(=O)c1cccs1)c1cccc([N+](=O)[O-])c1	-3	3	96	1	-3	-2	-2	-23	2.9
50	CCOc1ccc(Cc2onc3c2C(=O)CCC3)cc1OCC	-11	5	88	0	7	1	0	-11	1.5
51	COC(=O)c1cnn2c1C(=O)N(Cc1cccs1)CC2	10	-4	123	2	7	-1	6	-5	-0.3
52	CN1CCN(c2ccc(NC(=O)c3cccs3)cc2)CC1	5	5	105	0	10	1	-5	5	1.2
53	COc1cccc(/C=N/NC(=O)C(C)Sc2ccccc2)c1 (configuration not stated)	-5	-1	98	0	14	-2	1	-1	0.3
54	COc1ccc2[nH]c3c(C)c4ccncc4c(C)c3c2c1	20	35*	106	-3	-27	-2	-30	-8	7.1
55	Cc1ccc(Cl)cc1N1CCN(C(=O)C2CCN(c3nnc(-n4cccc4)s3)CC2)CC1	-6	5	108	3	-4	5	15	4	2.1
56	CC(OC(=O)c1cccc(-n2cnnn2)c1)C(=O)N(C)c1ccccc1 (configuration not stated)	9	-4	111	-3	7	-2	-3	-4	1.6
57	CC1Cc2nc(SCC(N)=O)n(C)c(=O)c2S1 (configuration not stated)	11	-1	87	1	-5	1	-8	11	-3.1
58	CC1Cc2ccccc2N1C(=O)CN(C)S(=O)(=O)c1cccc2cccnc12 (configuration not stated)	7	-9	107	-3	-15	-4	8	-6	3.1
59	CCC(C)NC(=O)CSc1nc(-c2cccs2)cc(C(F)(F)F)n1 (configuration not stated)	14	-1	98	-4	10	1	-2	15	1.3
60	O=C(Nc1cc2c3c(c1)CC(=O)N3CCC2)c1ccccc1F	-10	-1	109	-2	-3	-1	-8	-8	1.7
